Yp Topo-I inh: inhibitors of Yersinia pestis topoisomerase I | AID 504884 | Y. pestis Topo-I cleavage product accumulation, plate reader | actives 0.064% (n = 360,000) | activity, % at 10 µM; in the data active = activity above about 50%, passing the limit was not always enough; inconclusive = no clear call, values can overlap the other calls; also: inactives centre near 2
FadD28 binding: inhibitors of Mycobacterium tuberculosis FadD28 bisubstrate binding; FadD28 bisubstrate probe binding, fluorescence polarization; inhibition, % at 12.5 µM; actives 0.22% (n = 360,000); AID 588549; in the data active = inhibition above about 8.5%, passing the limit was not always enough; inconclusive = no clear call, values can overlap the other calls
BoNT F protease: BoNT F light chain protease inhibition; inhibition, % at 10 µM; actives 0.22% (n = 360,000); Multiplex microsphere protease cleavage assay, flow cytometry; in the data active = inhibition above about 35%, passing the limit was not always enough; inconclusive = no clear call, values can overlap the other calls; also: plate controls were buffer without enzyme for full effect and enzyme alone for no effect
PfHsp40 yeast: rescue of PfHsp40-mediated yeast toxicity; S. cerevisiae expressing PfHsp40, growth rescue, ATP luminescence; growth rescue, % at 12.5 µM; actives 0.68% (n = 340,000); in the data active = growth rescue above about 28%, passing the limit was not always enough; inconclusive = no clear call, values can overlap the other calls;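 also: yeast W303a lacking pdr1 and pdr3 grown in galactose medium; growth measured after three days at 30 °C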
PrPC TRFRET: reduces human prion protein on the cell surface. P04156. cell surface PrPC, TR-FRET read-out. inhibition, % at 13.8 µM. actives 0.43% (n = 370,000). AID 720596; in the data active = inhibition above about 24%; also: 0% = median of the test wells and 100% = reference compound wells
TcdB GH inh: blocks C. difficile toxin B glycohydrolase activity; actives 0.24% (n = 350,000); P18177; inhibition, % at 9.99 µM; AID 652162; TcdB glycohydrolase enzymatic assay, plate reader; in the data active = inhibition above about 10%
Anthrax LF prot: anthrax lethal factor protease inhibition | P15917 | multiplex microsphere protease cleavage assay, LF | inhibition, % at 10 µM | actives 0.12% (n = 360,000) | AID 588501; also: plate controls were buffer without enzyme for full effect and enzyme alone for no effect
BoNT-A LC inh2: BoNT A light chain protease inhibition; actives 0.17% (n = 360,000); multiplex microsphere protease substrate cleavage, flow cytometry; inhibition, % at 10 µM; also: plate controls were buffer without enzyme for full effect and enzyme alone for no effect
CCHFV vOTU inh: CCHFV vOTU protease inhibition; actives 0.55% (n = 370,000); Pep-AMC fluorescence; inhibition, % at 11.5 µM; AID 651958; in the data active = inhibition above about 30%; also: 0% = vehicle wells with enzyme and 100% = no enzyme wells
* marks the source's active call; other numbers are inactive results; ? = inconclusive; . = not tested or not shown. Rule as the data show it, unless noted: active = inhibition above about 30%; inconclusive = no clear call, values can overlap the other calls; inactive = below that.

Molecule	Yp Topo-I inh	FadD28 binding	BoNT F protease	PfHsp40 yeast	PrPC TRFRET	TcdB GH inh	Anthrax LF prot	BoNT-A LC inh2	CCHFV vOTU inh
CCn1nc(/C=C/c2ccccc2)nc2c(=O)n(C)c(=O)nc1-2	1	3.0	-2	276*	-20	-0.7	-2	-0.8	124*
CCN(CC)S(=O)(=O)c1cccc(C(=O)Nc2ccc3c(c2)OCO3)c1	-6	0.1	-6	1.1	12	2.8	-10	-0.3	-4
O=C(/C=C\Nc1ccc(Br)cc1)c1cccnc1	9	-1.2	-2	-0.5	1	.	2	0.4	11
COc1ccc(NC(=O)CCn2nnc(-c3ccc(C)cc3)n2)cc1OC	5	-1.8	-18	-0.5	-3	.	2	-0.1	6
O=C1c2ccccc2C(=O)N1CCc1csc(-c2ccccc2)n1	10	-1.8	-13	1.5	-8	1.2	-16	1.6	5
CC(=O)Nc1ccc(/C=C(\C#N)S(=O)(=O)c2ccc(C)cc2)cc1	-1	-0.6	-5	0.0	2	0.1	-2	-0.2	-7
CCOc1ccc(C(=O)NCCC(=O)N2CCC3(CC2)NCCc2[nH]cnc23)cc1OCC	-9	1.6	0	-0.5	0	1.4	-1	0.4	10
COc1ccccc1CCNC(=O)Cn1ccc2cc(S(=O)(=O)N3CCC(C)CC3)ccc21	44	-5.1	3	-1.2	4	1.2	2	-0.2	0
CC(=O)C(Cc1ccccc1)NC(=O)COC(=O)c1ccc(-n2cnnn2)cc1 (stereo not given)	4	0.4	-2	-0.1	0	0.6	-7	-0.2	-15
CS(=O)(=O)N1CCC(Oc2ccccc2C(=O)N2CCNC(=O)C2)CC1	6	-3.0	-10	0.0	6	0.7	6	-0.1	14
COc1cc(OC)cc(OCC(O)Cn2cnc(-c3ccccc3)c2)c1 (stereo not given)	11	-2.2	-20	-0.9	-1	4.2	1	?	-13
COc1ccc(Cc2c(C3CCCCC3)nc3c(Cl)cc(C(F)(F)F)cn23)c(C)c1	.	.	-5	.	-8	0.3	-4	2.1	12
COC(=O)c1ccccc1N1C(=O)C2C(C1=O)C1C=CC2C12CC2 (stereo not given)	7	-0.7	-20	-0.8	-1	.	-8	-3.4	-15
CCOc1ccc(C2C(C#N)=C(N)Oc3cc(C)n(CCN(C)C)c(=O)c32)cc1OCC (stereo not given)	10	1.9	0	0.9	-1	.	-2	-0.2	-6
COc1ccc(C(=O)N[C@H](C(=O)N2CCN(c3ccccc3F)CC2)C(C)C)cc1	17	-1.7	-5	0.6	-7	2.0	1	-0.8	-5
CC1(C)Cc2c(cnn2-c2ccccc2)C(NC(=O)CCCN2CCCCC2=O)C1 (stereo not given)	8	-0.5	-9	1.1	-2	0.4	-8	-0.5	-6
CCN(CC)CCOc1ccccc1C(C)=O	-2	-2.5	6	-1.2	-5	0.2	-7	3.3	7
COc1ccc(CN(C)C(=O)C2CC(=O)N(c3ccc4c(c3)OCCO4)C2)cc1 (stereo not given)	0	-2.6	3	.	0	-0.4	0	-0.2	1
Cc1ccc(C(=O)N2CC(=O)Nc3ccc(F)cc3C2c2ccccc2)cc1[N+](=O)[O-] (stereo not given)	5	0.6	-1	0.1	-3	1.5	-2	0.3	2
CC1CCN(C(=O)Cn2c3ccc(F)cc3c3nc4n(c(=O)c32)CCCS4)CC1	1	-0.3	4	0.1	.	.	2	1.4	.
CC(C(N)=O)N1C(=O)c2cccc3cccc1c23 (stereo not given)	-11	-4.2	-4	0.8	-12	-0.2	-1	0.6	-15
CCN1CCN(c2nc3c(C)cccn3c(=O)c2/C=C(\C#N)C(=O)NC)CC1	2	0.5	-3	0.2	-4	0.8	14	1.3	-39
Nc1cc(Oc2ccc(Cl)cc2Cl)nc(N)n1	-4	-1.0	.	0.3	4	0.8	.	.	14
COc1cc(OC)cc(C(=O)NC(C(=O)Nc2ccc3c(c2)CCC3)C(C)C)c1 (stereo not given)	-7	-1.0	4	-0.4	8	0.6	6	4.2	13
O=C(c1ccc([N+](=O)[O-])cc1)N1CCSC1c1ccccc1Cl (stereo not given)	3	-1.0	4	-0.7	8	0.3	-6	0.2	0
CNC(=S)N(CCc1c(C)[nH]c2ccccc12)Cc1ccco1	3	-0.7	-3	0.0	-6	2.5	-6	-1.3	-10
O=C(CSc1nnc(COc2cccc3cccnc23)o1)N1CCN(C(=O)c2ccco2)CC1	1	-1.4	1	0.6	-7	.	1	0.2	3
COc1ccc(CN(C)C(=O)CCNS(=O)(=O)c2ccccc2)c(OC)c1	14	0.1	-2	.	10	1.1	4	0.5	-6
COc1cccc(OCc2cc(C(=O)N3CCN(c4ccccc4OC)CC3)no2)c1	-4	1.3	1	0.1	3	0.0	0	1.4	4
CCc1ccc(C(=O)NNC(=O)CCc2nc3ccccc3c(=O)[nH]2)cc1	0	-4.0	-12	0.0	-5	0.8	-6	1.6	-1
CCCCCn1c(SCC#N)nc2cc(C(=O)NCC3CCCO3)ccc2c1=O (stereo not given)	7	-0.1	-4	0.1	-1	.	-10	-0.3	3
Cc1ccc(SCC(=O)OCC(=O)N(CCC#N)c2ccccc2)cc1	28	-0.6	-4	0.7	4	0.4	3	-0.3	21
O=C(Cc1ccccc1)NCCS(=O)c1ccc(Cl)cc1 (stereo not given)	-4	-0.5	?	-1.0	7	.	-2	0.2	-2
O=C1NC[C@@H](CCCCN2C[C@H](Cc3ccc(O)cc3)N(Cc3ccccc3)C(=O)C2=O)N(Cc2ccccc2)C1=O	.	.	1	.	2	-0.8	-5	0.0	-4
CCOC(=O)C1=C(C)NC(=O)NC1c1cc(Br)c(O)c(OC)c1 (stereo not given)	3	-1.6	9	0.9	-3	.	-1	0.5	-4
O=C(NC(=S)NNC(=O)c1ccccc1O)c1cccc([N+](=O)[O-])c1	-3	-0.4	?	2.0	3	1.2	0	-7.6	-7
CCn1c(O)c(/C=N/N=C/c2ccccc2)c2ccc(C3=NNC(=O)CC3)cc21	5	0.6	0	-1.9	-4	.	-2	1.5	1
COC(=O)c1c(-c2ccc(N(C)C)cc2)oc2c1C(OC)CCC2 (stereo not given)	.	.	2	.	-1	3.5	-7	-0.2	-17
CC(=O)c1oc2ccccc2c1NC(=O)CCCN1C(=O)c2ccccc2C1=O	0	-2.4	-1	-0.3	1	3.4	-3	0.0	-2
O=C(NCc1ccc2c(c1)OCO2)c1nnc(Cc2ccc(F)cc2)o1	7	-5.9	-2	0.4	4	0.4	-5	0.0	-3
COc1ccccc1C(=O)NCCC(=O)NN1C(=O)NC2(CCCCC2)C1=O	-2	-1.5	0	1.3	-2	1.9	-1	-0.7	-4
CCOC(=O)c1cnn2c(N)c(C#N)nnc12	7	-1.3	10	0.2	-17	.	0	1.0	-5
CCOc1ccc(NC(=O)C2=NN(c3ccccc3)C(=O)CC2)cc1S(=O)(=O)N1CCCCC1	-2	-1.2	-8	0.7	-5	0.1	-4	-0.1	9
O=C(NCCCN1CCN(c2ccccc2F)CC1)C1CCN(S(=O)(=O)c2cccs2)CC1	16	-0.8	6	-0.1	6	.	-1	1.0	-7
Cc1ccc(S(=O)(=O)N2CCN(C(=O)n3ccnc3)CC2)cc1	12	0.8	-11	-0.4	-3	0.8	-6	-0.1	-5
O=C(NCCCc1nc2ccccc2[nH]1)c1cccs1	7	-1.1	-5	-0.2	22	1.4	-5	-0.8	-10
O=C(NCCCn1ccnc1)c1cc2cc([N+](=O)[O-])ccc2oc1=O	-2	-1.1	5	1.5	-8	.	-4	-0.6	17
CC(C)(C)C(=O)N1CCN(c2ccc3c(c2)C2CC3CCN2C(=O)OCc2ccccc2)CC1 (stereo not given)	.	-2.3	0	.	0	1.3	-11	-1.1	2
Cc1csc2nc(O)c(C(=O)NCC3CCCO3)c(=O)n12 (stereo not given)	-5	0.7	-4	3.5	2	1.2	-1	-1.0	-9
O=c1c2c(O)cc(O)cc2oc2ccc(O)c(O[C@@H]3O[C@H](CO)[C@@H](O)[C@H](O)[C@H]3O[C@H]3O[C@H](CO)[C@@H](O)[C@H](O)[C@H]3O)c12	-1	-0.9	3	0.0	3	0.3	-4	0.0	8
CC1CCN(C2(O)C(=O)Nc3ccc(Cl)cc32)CC1 (stereo not given)	9	-2.0	24	-0.5	-2	2.5	27	-0.8	-4
Cc1ccc(C)c(NC(=O)C2CCCN(c3cnccn3)C2)c1 (stereo not given)	6	-0.7	-3	0.4	-2	1.2	-3	-1.4	14
COc1ccc(-n2cc(-c3ccccc3)c3c(N4CC(C)OC(C)C4)ncnc32)cc1 (stereo not given)	-5	-0.7	5	0.9	-1	0.7	-2	0.1	9
COc1cccc(-c2cnc(C(O)c3ccc(F)c(F)c3)[nH]2)c1 (stereo not given)	4	-2.9	-6	.	-5	1.1	-1	0.0	5
Cn1nc(C(=O)OCC(=O)Nc2ccc(S(N)(=O)=O)cc2)c2ccccc2c1=O	-2	-0.6	-4	0.4	5	-0.1	5	-0.3	-9
Cc1ccc(S(=O)(=O)N2CCCC(C(=O)NCC3CCCO3)C2)cc1 (stereo not given)	-3	-3.0	3	0.0	1	-0.2	0	2.0	-16
O=C(COC(=O)C1CC(=O)N(CCc2ccccc2)C1)c1ccc[nH]1 (stereo not given)	5	-1.8	.	-1.2	-4	0.5	.	.	3
O=C(CSc1ccc2nnc(-c3ccncc3)n2n1)NCc1ccco1	-3	1.7	-5	-0.6	0	0.2	1	-0.5	4
CCOc1ccc(S(=O)(=O)N2CCN(Cc3ccc4c(c3)OCO4)CC2)cc1C	36	-3.6	-3	4.3	8	1.7	-9	-2.6	-6
O=C1NCC2=C1C(c1ccc(Br)cc1)Nc1ccccc1N2 (stereo not given)	4	-2.7	0	0.7	-11	.	-2	1.7	2

3 entries picked at random from those above:
Molecule	Yp Topo-I inh	FadD28 binding	BoNT F protease	PfHsp40 yeast	PrPC TRFRET	TcdB GH inh	Anthrax LF prot	BoNT-A LC inh2	CCHFV vOTU inh
O=c1c2c(O)cc(O)cc2oc2ccc(O)c(O[C@@H]3O[C@H](CO)[C@@H](O)[C@H](O)[C@H]3O[C@H]3O[C@H](CO)[C@@H](O)[C@H](O)[C@H]3O)c12	-1	-0.9	3	0.0	3	0.3	-4	0.0	8
O=C(NCCCn1ccnc1)c1cc2cc([N+](=O)[O-])ccc2oc1=O	-2	-1.1	5	1.5	-8	.	-4	-0.6	17
O=C(NCCCc1nc2ccccc2[nH]1)c1cccs1	7	-1.1	-5	-0.2	22	1.4	-5	-0.8	-10

Rows were taken by chance, and some 2.3% of all compounds hit somewhere here.
